Bioassay records from PubChem BioAssay.
CHOP inhibitor = CHOP inhibition in unfolded protein response; CHO-K1 CHOP-promoter luciferase, tunicamycin-induced, 15-18 h; inhibition, % at 10 µM; hit rate 3.8% among 220,000; AID 2732;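 active = compounds that reduced the stress-induced luciferase reporter signal by more than about 70% of percent inhibition, limit read from the data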;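 note: 0% = tunicamycin plus vehicle and 100% = wells without tunicamycin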
zVAD death inh = L929 zVAD cell death inhibition; L929 zVAD necroptosis rescue, ATP luminescence, 24 h; with zVAD 60 µM; viability rescue, % at 10 µM; hit rate 0.38% among 220,000;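 active = activation, scaled between plate controls, above about 75%, limit read from the data; inactive = activation under that limit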;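 note: 0% = zVAD with DMSO and 100% = DMSO alone without zVAD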
EP2 antag = blocks the human prostaglandin E2 receptor EP2. P43116. C6 glioma cells expressing human EP2, cAMP TR-FRET; cells stimulated with saturating PGE2. inhibition, % at 25 µM. hit rate 0.52% among 260,000. AID 1422;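 active = percent inhibition above 40 after rounding to a whole number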;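 note: rat C6 glioma host cells with rolipram phosphodiesterase inhibitor present; the protocol text gives 20 µM as final concentration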
Target sequence (P43116 whole entry, looked up): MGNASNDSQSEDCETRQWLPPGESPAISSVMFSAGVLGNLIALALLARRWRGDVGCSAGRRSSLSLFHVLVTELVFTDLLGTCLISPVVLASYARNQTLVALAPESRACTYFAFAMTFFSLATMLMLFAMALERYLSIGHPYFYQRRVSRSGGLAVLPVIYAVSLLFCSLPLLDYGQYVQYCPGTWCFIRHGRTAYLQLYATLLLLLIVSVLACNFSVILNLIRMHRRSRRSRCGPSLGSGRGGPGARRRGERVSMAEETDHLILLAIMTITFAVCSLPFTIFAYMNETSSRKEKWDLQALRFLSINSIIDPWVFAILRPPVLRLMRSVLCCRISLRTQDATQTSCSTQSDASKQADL
FXIa inh = factor XIa (human) inhibition; P03951; purified FXIa, Boc-Glu-Ala-Arg-AMC fluorogenic substrate; inhibition, % at 5 µM; hit rate 0.14% among 220,000; AID 798;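 active = inhibition of at least 40%; inactive = inhibition below 40%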;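 note: fluorescence of freed AMC excited at 355 nm; 0% = enzyme without compound and 100% = no enzyme blank; many of its hits are not listed in these tables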
Wee1 stabilizer = inhibitors of human Wee1 degradation. HeLa Luc-Wee1K328M stability, luciferase luminescence; 100% = proteasome inhibitor MG132 effect. reporter increase, % at 5 µM. hit rate 1.2% among 220,000. AID 1321;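 active = activation above the mean of all tested compounds plus 3 SD, set per screening run, cut at about 8.8% in these data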;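 note: cells exposed to compound for 20 h before luminescence read; 0% = DMSO alone and 100% = MG132 at 30 µM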
FXIIa inh = factor XIIa (human) inhibition; purified FXIIa, Boc-QGR-AMC fluorogenic substrate, 2 h; inhibition, % at 5 µM; hit rate 0.3% among 220,000; in the data active = inhibition above about 40%;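 note: 0% = enzyme with no compound and 100% = blank without enzyme; many of its hits are not listed in these tables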
Target sequence (P00748 20-372 limits assumed): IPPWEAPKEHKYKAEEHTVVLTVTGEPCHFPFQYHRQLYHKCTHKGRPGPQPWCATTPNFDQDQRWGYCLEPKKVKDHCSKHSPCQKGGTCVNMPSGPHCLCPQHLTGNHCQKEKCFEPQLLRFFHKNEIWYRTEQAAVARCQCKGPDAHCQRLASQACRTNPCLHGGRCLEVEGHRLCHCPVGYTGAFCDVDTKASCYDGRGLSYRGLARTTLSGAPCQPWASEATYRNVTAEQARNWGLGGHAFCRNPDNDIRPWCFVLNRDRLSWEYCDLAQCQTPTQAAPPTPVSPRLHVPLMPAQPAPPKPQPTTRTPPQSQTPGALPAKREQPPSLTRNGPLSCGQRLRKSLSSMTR
Target sequence (P00748 373-615 limits assumed): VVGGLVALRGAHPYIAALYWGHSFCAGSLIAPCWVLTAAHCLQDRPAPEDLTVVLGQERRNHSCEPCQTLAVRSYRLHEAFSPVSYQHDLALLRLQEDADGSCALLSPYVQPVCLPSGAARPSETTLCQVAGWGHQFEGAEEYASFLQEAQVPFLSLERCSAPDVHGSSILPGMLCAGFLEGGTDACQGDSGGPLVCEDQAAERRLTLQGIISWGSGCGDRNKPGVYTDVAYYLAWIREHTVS
PPC-1+TRAIL kill = kills PPC-1 cancer cells in the presence of TRAIL. PPC-1 cells + TRAIL, ATPLite viability luminescence. cell killing (% activity), % at 4 µM. hit rate 0.41% among 220,000. AID 1443;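 active = cell killing above 50% in the first pass at 4 µM, then a duplicate retest at 5 µM averaging 50% or more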;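 note: plate controls were cells with TRAIL plus DMSO for no effect and medium-only wells lacking cells for full effect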
TbHK1 inh = blocks Trypanosoma brucei hexokinase 1 activity. recombinant TbHK1, G6PDH-coupled NADH A340. inhibition, % at 10 µM. hit rate 0.11% among 220,000. AID 1430;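 active = inhibition of 50% or more in the single-dose primary screen; inactive = inhibition below 50%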
TNF death inh = inhibitors of TNF-alpha induced necroptosis in Jurkat FADD-/- cells. Jurkat FADD-/- TNF necroptosis rescue, ATP luminescence, 24 h; 0 = TNF only, 100 = no-TNF cells. activation (protection from cell death), % at 10 µM. hit rate 0.068% among 220,000. AID 463075;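 active = activation, meaning protection from cell death, of at least 50% relative to plate controls; inactive = activation below 50%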;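 note: necroptosis triggered by 40 ng/mL TNF-alpha added together with compound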
Numbers without * were called inactive; . = no result given; ! = not active in a repeat. A portion of the library; rates above refer to the full screens.

The first four records as a preview:
SMILES	CHOP inhibitor	zVAD death inh	EP2 antag	FXIa inh	Wee1 stabilizer	FXIIa inh	PPC-1+TRAIL kill	TbHK1 inh	TNF death inh
Cc1c(NC(=O)c2ccc(Cl)nc2)cccc1-c1nc2cccnc2s1	24.9	1.4	8.3	-3.9	1.4	0.7	19.1	-17.1	-5.9
COc1ccc(-c2[nH]ncc2CN2CCC(OCc3ccccn3)CC2)c(F)c1	-0.8	0.1	1.9	-4.2	-0.5	6.0	-4.3	-10.8	2.2
Cc1ccc(C(=O)NC(NC(=S)Nc2ccc(S(N)(=O)=O)cc2)C(Cl)(Cl)Cl)cc1 (stereo not given)	23.4	2.2	8.7	-4.1	-1.6	1.8	17.7	1.1	0.9
CCOc1nc(-c2ccc(Cl)cc2Cl)ccc1C#N	-3.0	0.3	0.9	1.4	-1.2	4.6	16.7	-7.0	-4.1

The whole of this part, previewed entries included:
SMILES	CHOP inhibitor	zVAD death inh	EP2 antag	FXIa inh	Wee1 stabilizer	FXIIa inh	PPC-1+TRAIL kill	TbHK1 inh	TNF death inh
Cc1c(NC(=O)c2ccc(Cl)nc2)cccc1-c1nc2cccnc2s1	24.9	1.4	8.3	-3.9	1.4	0.7	19.1	-17.1	-5.9
COc1ccc(-c2[nH]ncc2CN2CCC(OCc3ccccn3)CC2)c(F)c1	-0.8	0.1	1.9	-4.2	-0.5	6.0	-4.3	-10.8	2.2
Cc1ccc(C(=O)NC(NC(=S)Nc2ccc(S(N)(=O)=O)cc2)C(Cl)(Cl)Cl)cc1 (stereo not given)	23.4	2.2	8.7	-4.1	-1.6	1.8	17.7	1.1	0.9
CCOc1nc(-c2ccc(Cl)cc2Cl)ccc1C#N	-3.0	0.3	0.9	1.4	-1.2	4.6	16.7	-7.0	-4.1
COCCCNC(=O)C1CCN(c2ccc(N3CCOCC3)nn2)CC1	-10.8	0.3	6.4	-0.3	-2.6	8.0	10.6	-10.0	5.7
c1ccc(-n2nnnc2Oc2cccc3cccnc23)cc1	-21.8	0.0	.	-7.8	0.9	1.6	15.0	-1.3	-3.4
COc1ccc(NC(=O)CSc2nc(C)cs2)cc1OC	-4.0	0.3	21.6	-12.6	-0.8	2.6	12.3	-8.0	1.8
CCOc1ccc(S(=O)(=O)N2CCN(C(=S)NC3CC3)CC2)cc1	18.6	1.8	1.6	-2.6	3.7	6.5	3.8	-1.6	3.0
COC(=O)c1c(NS(=O)(=O)c2ccc(C)cc2)sc2c1CCC(C)C2 (stereo not given)	-3.2	-0.5	.	6.7	3.6	12.5	8.1	-2.2	0.1
CCCCN(CCCNC(=O)Cn1ncc2ccsc2c1=O)Cc1ccccc1	-4.2	0.4	3.9	-5.0	0.0	7.6	-0.2	0.9	0.6
COC(=O)c1sc(S(=O)(=O)NCC(=O)O)c(C(=O)OC)c1C	27.0	-0.6	1.1	0.9	-2.9	4.3	3.2	-1.7	1.7
N#C/C(=C\c1cccnc1)C(=O)Nc1ccc(C(=O)O)cc1	6.3	0.7	9.0	2.6	-1.6	9.9	0.4	-2.0	-1.0
Cc1ccc(Oc2ccc(C=O)cn2)cc1	-5.5	1.9	-1.2	21.8	3.7	10.9	10.5	-1.1	0.8
COc1cccc(NC(=O)CSc2c3c(nc4ccccc24)CCCC3)c1	-27.2	-0.6	8.0	5.9	-1.1	11.5	7.3	2.1	1.1
O=C(O)c1ccc(NCc2ccc3c(c2)OCO3)cc1	-4.9	0.1	16.5	3.3	1.9	16.2	-2.5	4.6	-2.4
CC(C)(C)SCCNC(=O)/C=C/c1ccc(F)cc1	-28.4	1.4	4.5	3.2	0.4	5.3	12.5	2.5	2.0
CC(C)C(=O)Nc1ccc2c3c(cccc13)CC2	16.4	1.6	4.8	-0.7	-2.0	5.4	-5.2	3.5	0.5
CC1CN(Cc2ccc(C#N)cc2Cl)CC(C)O1 (stereo not given)	55.0	0.6	1.7	-2.6	1.5	8.0	5.0	-4.9	-0.1
COc1ccccc1CCNC(=O)c1cnccn1	9.2	0.1	6.5	0.2	1.4	11.8	18.7	-6.5	1.3
CC(C)(C)NC(=O)C1Cc2ccccc2CN1C(=O)Nc1cccc(Cl)c1 (stereo not given)	-0.5	0.1	11.1	0.7	-1.1	6.5	14.5	-6.7	-1.9
COC(=O)Nc1ccccc1C(=O)N1CCCCC1	-3.6	0.0	4.6	-21.9	4.4	-20.0	3.7	-0.5	-2.0
O=c1cc2c(nn1Cc1cccc([N+](=O)[O-])c1)-c1ccccc1CC2	50.6	0.7	3.2	7.0	2.9	5.7	-4.1	-0.5	0.1
CCSCc1nnc(SCC(=O)Nc2ccc(F)cc2)n1CC	-3.1	1.6	5.7	-0.8	1.1	7.5	10.8	7.8	-0.4
CC1Cc2cc(/C(O)=C3/C(=O)C(=O)N(CCN4CCOCC4)C3c3cccc(O)c3)ccc2O1 (stereo not given)	-1.1	1.1	4.2	-5.4	-0.5	10.3	31.1	-11.9	-0.4
COc1ccccc1N1CCN(C(=O)c2cc3c(=O)n(C)c4ccccc4c3n2C)CC1	29.6	-0.1	4.2	19.8	1.2	27.7	21.6	-16.3	-6.0
N#Cc1ccc(OCC(=O)N/N=C2/CC(c3ccccc3)Oc3ccccc32)cc1 (stereo not given)	52.1	1.3	7.1	2.0	2.0	8.0	17.2	-2.8	1.7
O=C(COc1ccc(Cl)cc1)N1CCCC1	29.4	0.8	12.9	2.9	-1.4	12.0	6.6	1.8	1.2
Cn1c(SCc2ccc(Cl)cc2Cl)nc(C(F)(F)F)cc1=O	9.4	-0.3	.	4.0	-1.3	7.2	5.5	4.3	-1.9
CC(=O)N/C(=C\c1ccccc1)C(=O)NCC(=O)O	7.9	0.9	8.5	-1.5	5.6	4.3	17.6	-6.4	1.6
CC1CC(=O)Nc2ccccc2S1(=O)=O (stereo not given)	21.3	5.3	12.0	1.4	4.7	0.0	8.4	1.9	1.9
Cc1ccc(NC(=O)CCC(=O)NNC(=O)NC2CCCCC2)c(C)c1	26.2	-0.2	7.7	-3.9	7.0	3.4	-11.6	-3.7	0.5
COc1ccc(NC(=S)NN2CCOCC2)cc1OC	-2.8	1.1	6.9	6.8	4.0	3.9	-3.3	-5.7	1.2
O=C1c2ccccc2C(=O)N1CCC1=CCCCC1	52.1	-0.5	12.1	7.9	2.9	21.5	4.9	2.6	0.0
CCNc1ccc(C(=O)OCC)cc1NC(=O)c1cccc(S(=O)(=O)N2CCOCC2)c1	-2.4	0.0	3.0	2.7	1.5	11.2	15.1	-3.1	-0.5
O=C(NNC(=O)C(c1ccccc1)c1ccccc1)c1ccccn1	42.3	42.2	2.8	2.2	0.8	5.1	14.6	4.8	-5.2
CN(Cc1c(O)ccc2c1oc(=O)c1ccccc12)C1CCCCC1	36.6	2.3	16.1	0.0	-0.3	9.7	-21.3	-7.0	4.0
O=C(C1CCCN(c2ncccn2)C1)N1CCc2ccccc21 (stereo not given)	23.5	-0.5	5.0	-4.4	-2.0	9.6	1.4	-3.3	-7.2
O=C(Nc1ccccc1-c1nnc(SCc2ccc(Cl)cc2)o1)c1ccccc1	35.7	0.5	8.2	-1.6	-2.4	16.0	2.2	-9.7	-0.6
CC(C)CN(CCCNC(=O)CC1Oc2ccccc2NC1=O)CC(C)C (stereo not given)	-9.9	-0.1	10.1	1.1	-2.6	-1.5	1.7	8.1	-0.1
CCCSc1nnc(NC(=O)Cc2ccc(OC)c(OC)c2)s1	13.4	0.7	4.1	-6.0	1.4	10.1	-1.2	10.0	0.5

Single records, from the list above. Screens in order: CHOP inhibitor, zVAD death inh, EP2 antag, FXIa inh, Wee1 stabilizer, FXIIa inh, PPC-1+TRAIL kill, TbHK1 inh, TNF death inh
CCNc1ccc(C(=O)OCC)cc1NC(=O)c1cccc(S(=O)(=O)N2CCOCC2)c1 reads -2.4, 0.0, 3.0, 2.7, 1.5, 11.2, 15.1, -3.1, -0.5
CC(=O)N/C(=C\c1ccccc1)C(=O)NCC(=O)O reads 7.9, 0.9, 8.5, -1.5, 5.6, 4.3, 17.6, -6.4, 1.6

(more compounds)
SMILES	CHOP inhibitor	zVAD death inh	EP2 antag	FXIa inh	Wee1 stabilizer	FXIIa inh	PPC-1+TRAIL kill	TbHK1 inh	TNF death inh
CC(C)CCNC(=O)c1ccc(-c2ccccc2)cc1	36.2	25.1	4.5	6.3	-3.1	5.5	26.6	2.2	1.0
COc1ccc(OC)c(-n2nnnc2SCC(=O)Nc2ccccc2N2CCOCC2)c1	-0.6	-0.3	5.2	2.4	3.1	8.4	2.5	1.8	1.5
Oc1c(CN2CCN(c3ccccc3)CC2)cc(Br)c2cccnc12	89.1*	39.7	40.9*!	3.2	-3.9	11.7	36.1	-7.0	-15.4
Cc1cc(Cl)ccc1OCCCC(=O)NC1CCN(C)CC1	25.1	5.8	3.9	-10.9	4.3	2.9	22.0	0.9	4.2
CCC(C)n1c(-c2cc(OC)c(OC)c(OC)c2)nc2nc3ccccc3nc21 (stereo not given)	66.7	-0.3	.	-4.6	0.0	4.8	28.6	-54.4	-16.6
S=c1[nH]nc(-c2ccco2)n1/N=C/c1ccccc1	13.8	0.1	9.4	-1.4	-1.0	7.7	8.0	-4.8	0.9
Cc1ccc(OCC(=O)Nc2ccccc2N2CCOCC2)c(C)c1	-10.4	0.3	12.7	-6.4	0.7	-2.8	8.5	4.5	0.3
O=C1OCC2=C1C(c1ccc(F)cc1)c1cc3c(cc1N2)OCCO3 (stereo not given)	16.2	-0.7	9.3	-2.0	-1.0	6.1	20.9	-3.7	-17.3
CC(C)c1ccc(-c2noc(C3CCCN(S(C)(=O)=O)C3)n2)cc1 (stereo not given)	-10.0	0.2	5.7	-5.6	2.9	5.5	1.1	-7.3	0.1
Cc1ccnc(NC(=O)c2ccco2)n1	3.5	1.6	15.2	-4.5	0.3	-1.3	18.5	1.4	-0.6
CC1(C)CC2CC(C)(CN2C(=O)CN2C(=O)c3ccccc3C2=O)C1 (stereo not given)	23.0	-0.1	11.1	5.5	-1.5	8.0	16.5	-0.8	-1.5
O=C(NNc1ccc(Cl)cc1)C1CCC1	13.5	0.0	9.5	4.9	-1.1	8.5	3.0	-3.8	16.0
COc1ccc(CNC(=O)COc2ccc([N+](=O)[O-])cc2)cc1	-2.3	0.7	4.3	0.7	3.2	10.2	0.6	-7.8	-1.5
COc1ccc(S(=O)(=O)NCCCN2CCOCC2)c2ccccc12	15.3	0.9	10.0	-8.8	-2.0	3.4	11.5	-4.1	-1.6
COc1ccc(C(=O)Nc2ccc(S(=O)(=O)Nc3cc(C)nc(C)n3)cc2)cc1OC	-8.4	15.3	11.3	-0.3	-0.7	6.3	11.4	3.5	0.7
CCCCCn1c(CN2CCN(C(=O)OCC)CC2)nc2c1c(=O)[nH]c(=O)n2C	-1.9	0.4	8.6	4.6	0.1	17.6	-2.7	-3.3	-0.9
COc1ccc(CCNC(=O)CN(c2ccc(OC)c(OC)c2)S(C)(=O)=O)cc1	-1.6	1.3	10.6	3.2	-0.3	17.9	-14.4	5.7	0.1
O=C(CCn1c(=S)[nH]c2ccccc2c1=O)N1CCOCC1	14.2	0.8	9.3	5.0	-1.5	10.8	7.6	-7.0	0.4
O=c1[nH]ncn1-c1ccccc1	-10.2	1.1	6.9	1.8	2.6	6.1	7.0	-10.5	0.6
COc1ccc(C)cc1NC(=O)C(=O)NNC(=O)c1ccco1	12.4	0.5	6.7	-0.5	0.1	18.0	1.9	-25.9	-3.0
CCC(=O)Nc1sc2c(c1C(N)=O)CCN(C(C)=O)C2	-8.3	3.1	7.8	8.0	0.2	24.6	.	-42.5	0.9
CCOC(=O)c1oc2ccccc2c1NC(=O)c1cc(OC)cc(OC)c1	26.6	0.0	8.1	1.0	-1.7	13.1	16.9	-12.2	0.3
Oc1cccc(C(O)CNCc2ccc(-c3ccccc3)cc2)c1 (stereo not given)	8.8	3.1	10.3	-0.7	-0.6	9.5	0.4	0.2	-3.0
